ZTA counter – blocks Epstein-Barr virus ZTA, an EBNA-1 counter-screen. ZTA-DNA binding, fluorescence polarization. inhibition, % at 11 µM. actives 0.15% (n = 320,000); in the data active means inhibition above about 33%
Target sequence (P03206 whole entry, looked up): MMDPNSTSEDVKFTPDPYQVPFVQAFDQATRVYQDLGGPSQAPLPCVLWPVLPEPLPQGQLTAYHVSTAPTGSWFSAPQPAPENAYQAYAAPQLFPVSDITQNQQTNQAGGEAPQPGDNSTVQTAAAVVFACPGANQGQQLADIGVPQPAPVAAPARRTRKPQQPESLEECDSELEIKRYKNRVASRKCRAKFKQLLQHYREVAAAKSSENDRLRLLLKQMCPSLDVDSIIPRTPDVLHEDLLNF
Efflux pump inh – inhibitors of Candida efflux pumps in yeast, primary screen, S. cerevisiae, Nile Red, multiplex; S. cerevisiae Candida pump triplex; inhibition, % at 10 µM; actives 0.44% (n = 330,000);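 active means plate passing quality check with inhibition over a set limit, or well fluorescence over plate mean plus 4 SD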;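 further: Nile Red retained in pooled yeast measured as flow cytometry median fluorescence; 0% = buffer negative control and 100% = Enniatin B positive control; higher means more Nile Red kept so more efflux inhibition; some compounds called inactive have numbers as strong as hits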
EBNA-1 inh – EBNA-1 DNA-binding inhibitors, primary screen, biochemical, fluorescence polarization. inhibition, % at 14.8 µM. actives 0.34% (n = 300,000); in the data active means inhibition above about 28%
MCL1-BIM inh – inhibitors of MCL1 binding to BIM-BH3, primary screen, biochemical, fluorescence polarization; Induced myeloid leukemia cell differentiation protein Mcl-1 (Homo sapiens), Q07820; GST-MCL1 / FITC-Bim-BH3 fluorescence polarization; inhibition, % at 10.9 µM; actives 0.68% (n = 320,000);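 active means inhibition above the mean inhibition of all tested compounds plus 3 SD, set per campaign, cut at about 40% in these data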;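 further: 0% = DMSO wells and 100% = unlabeled Bim-BH3 peptide control; higher means more loss of mP so more displacement of Bim peptide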
Yeast superoxide – reduction of superoxide in aged yeast, primary screen, HTS | S. cerevisiae aged cells, superoxide DHE fluorescence; stronger effect = lower value | superoxide response (% of plate mean), % at 10 µM | actives 0.18% (n = 330,000) | AID 2690, 2010;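 active means superoxide response under a set limit, about three screen SD below normal, cut at about 65% in these data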;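 further: yeast aged for seven days with compound at 30 °C before DHE staining; 100% = average MFI of all compound-treated wells on the plate with controls excluded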
BCLXL inh – inhibitors of human Bcl-xL, primary screen, biochemical, fluorescence polarization, HTS; Bcl-2-like protein 1 (Homo sapiens), Q07817; GST-Bcl-xL / FITC-Bim BH3 peptide fluorescence polarization; inhibition, % at 10.9 µM; actives 0.7% (n = 320,000); AID 2129, 2009;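 active means inhibition above the mean of all tested compounds plus 3 SD, cutoff set per campaign, cut at about 30% in these data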;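 further: 0% = DMSO wells and 100% = unlabeled Bim-BH3 peptide competitor; inhibitors lower millipolarization by displacing the labeled peptide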
Target sequence (Q07817 whole entry, looked up): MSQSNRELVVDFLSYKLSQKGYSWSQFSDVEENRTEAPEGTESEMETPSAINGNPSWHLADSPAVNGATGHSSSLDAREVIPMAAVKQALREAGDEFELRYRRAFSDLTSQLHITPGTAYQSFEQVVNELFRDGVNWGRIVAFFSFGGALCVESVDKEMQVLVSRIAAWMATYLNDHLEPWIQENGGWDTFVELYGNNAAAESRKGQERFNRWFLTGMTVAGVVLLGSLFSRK
GLD-1 RNA inh – GLD-1/TGE RNA complex disruptors, primary screen, biochemical, fluorescence polarization. Female germline-specific tumor suppressor gld-1 (Caenorhabditis elegans), Q17339. purified GLD-1 + fluorescein TGE RNA. inhibition, % at 5.96 µM. actives 0.44% (n = 320,000);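 active means percent inhibition above a per-plate cutoff, the plate mean of test compounds plus 3 SD, cut at about 30% in these data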;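 further: 0% = DMSO wells with GLD-1 and probe and 100% = wells lacking GLD-1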
Target sequence (Q17339 whole entry, looked up): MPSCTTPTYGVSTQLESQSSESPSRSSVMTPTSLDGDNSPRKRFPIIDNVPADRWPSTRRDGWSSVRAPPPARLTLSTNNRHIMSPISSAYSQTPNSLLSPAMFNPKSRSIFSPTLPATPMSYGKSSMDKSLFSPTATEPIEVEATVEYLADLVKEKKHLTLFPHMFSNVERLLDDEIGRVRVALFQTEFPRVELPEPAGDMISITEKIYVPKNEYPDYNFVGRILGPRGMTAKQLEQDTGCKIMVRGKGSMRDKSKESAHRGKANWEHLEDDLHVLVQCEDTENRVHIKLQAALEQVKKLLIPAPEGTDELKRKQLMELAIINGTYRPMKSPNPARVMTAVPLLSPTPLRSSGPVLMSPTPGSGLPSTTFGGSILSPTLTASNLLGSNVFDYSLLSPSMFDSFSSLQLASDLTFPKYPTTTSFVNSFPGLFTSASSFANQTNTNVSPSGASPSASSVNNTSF
Fam108B inh – mouse Fam108B serine hydrolase inhibitors, primary screen, counter-screen for RBBP9 inhibitor project, biochemical, fluorescence polarization; inhibition, % at 9.51 µM; AID 1947, 2009; recombinant Fam108B, FP-Rh probe fluorescence polarization; actives 0.33% (n = 300,000);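 active means inhibition above the screen mean inhibition plus 3 SD, computed separately per campaign, cut at about 18% in these data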;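 further: inhibitors lower polarization as less probe binds the enzyme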
MEX-5 binding – MEX-5 zinc finger RNA-binding disruptors – biochemical, C. elegans, fluorescence polarization, MLPCN library, primary screen; Zinc finger protein mex-5 (Caenorhabditis elegans), Q9XUB2; MEX-5/FITC-TCR2 RNA binding; stronger effect = lower value; activity score (negative = inhibition of binding), % at 10 µM; actives 0.38% (n = 300,000); AID 1832, 2009;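 active means inhibition past about -25% in most replicates, and total fluorescence under double the plate's negative control median, limit read from the data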;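 further: 0% = DMSO and -100% = 5 µM competing unlabeled TCR2 RNA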
* = called active by the depositor; · = no result given.

compound,ZTA counter,Efflux pump inh,EBNA-1 inh,MCL1-BIM inh,Yeast superoxide,BCLXL inh,GLD-1 RNA inh,Fam108B inh,MEX-5 binding
Cc1cc(F)ccc1N1CCC(N2CCN(C(C)C)C(CCO)C2)CC1 (stereo not drawn),-21.7,0.1,-15.7,5.9,96.0,3.2,3.5,0.7,0.6
COc1cc2c(cc1NC(=O)CSc1ccc(Cl)cc1)oc1ccccc12,4.3,-0.5,8.6,-2.7,100.1,0.1,4.0,-8.8,0.6
O=C(CN1C(=O)NC2(CCCc3ccccc32)C1=O)N1CCCCC1 (stereo not drawn),8.5,-0.1,0.8,-18.7,95.8,-14.3,5.0,-3.5,-2.9
COc1ccc(N=CC2=C(O)c3ccccc3C2=O)cc1,-14.9,-0.2,4.5,-3.6,103.8,-4.0,1.5,1.7,-0.9
O=C(NNC(=O)C1CC(c2cccs2)=NO1)Nc1ccc(Cl)cc1 (stereo not drawn),0.1,-0.1,5.1,1.3,119.9,1.9,5.4,-5.3,0.3
Cc1cccc(NCC(=O)N/N=C/c2cccc(Br)c2)c1,7.3,0.0,11.1,1.0,105.2,1.0,-3.7,7.0,0.2
CSc1ccccc1NC(=O)N1CCC(CO)(CC2CCCCO2)CC1 (stereo not drawn),-2.4,0.2,-13.5,3.3,106.7,1.9,-2.0,6.3,-2.1
CCCCN(C(=O)CCCc1nc2ccccc2c(=O)[nH]1)c1c(N)n(CCCC)c(=O)[nH]c1=O,-4.4,0.7,5.4,-1.7,106.4,4.6,1.6,-1.0,1.2
O=C(COC(=O)/C=C/c1ccc(F)cc1)Nc1nnc(-c2ccccc2)o1,-5.7,0.7,·,-3.0,87.6,-2.1,-3.1,·,·
CCCCCNC(=O)CSC1=N/C(=C\c2ccc(Cl)c(Cl)c2)C(=O)N1CC,-9.8,0.0,3.6,1.7,109.0,0.6,7.6,-0.5,2.1
Cc1cccc(C)c1NC(=O)CN(C)CC(=O)Nc1sc2c(c1C(N)=O)CCC2,-6.9,-0.1,-5.6,3.5,100.0,6.2,3.9,-0.3,-1.7
Cc1ccc(S(=O)(=O)N2CCN(C(=O)COC(=O)CNC(=O)c3ccccc3)CC2)c(C)c1,-0.1,-0.1,3.6,-0.7,90.1,0.1,4.2,-3.8,2.4
CCS(=O)(=O)Nc1cccc(-c2cn3c(n2)SCC3)c1,-4.3,-0.2,-5.5,1.9,99.1,-1.1,-0.8,3.5,-0.4
COc1ccccc1N1CCN(CC(=O)c2c(N)n(C)c(=O)n(C)c2=O)CC1,8.9,0.0,-8.8,-6.1,78.4,-3.4,3.5,1.4,1.0
CC(NS(=O)(=O)/C=C/c1ccccc1)C(=O)O (stereo not drawn),-11.7,0.2,-6.1,4.4,99.5,13.4,4.7,3.6,1.6
Cc1noc(C)c1C(=O)N1CCCC(C(=O)c2cccc(OC(C)C)c2)C1 (stereo not drawn),-2.3,0.0,7.3,25.7,109.8,7.7,-1.9,1.9,1.4
Cc1c(Br)c([N+](=O)[O-])nn1CC(=O)N1CCc2ccccc2C1,-3.8,-0.1,-4.9,2.3,105.0,-0.9,0.2,1.8,-0.8
Cc1ccc(Cn2c(SCCN3CCOCC3)nc3c2c(=O)n(C)c(=O)n3C)cc1,14.1,-0.1,5.1,2.6,115.1,3.4,1.3,-0.7,0.5
CCCCC(=O)Nc1cccc(-c2nc3ncccc3o2)c1C,-8.6,0.2,-6.4,-2.6,92.8,-0.1,4.2,-6.7,0.0
CC(=O)c1cccc(OCc2cc(C(=O)N3CCSCC3)no2)c1,4.4,0.3,-8.0,7.5,86.5,3.8,2.6,-1.2,·
CC1CCN(C(=O)CCCOc2ccc(Cl)cc2)CC1,-8.5,0.1,1.3,0.4,114.7,1.0,-0.9,3.8,-1.1
Cc1cc(C)nc(/N=C(/NC(=O)Nc2cccc(Cl)c2)Nc2ccccc2)n1,-2.4,-0.1,-0.4,-3.9,86.4,-0.8,3.9,1.2,-0.6
Cc1ccc(S(=O)(=O)N2CCN(C(=O)CN3C(=O)NC4(CCOc5ccccc54)C3=O)CC2)cc1 (stereo not drawn),-10.0,-0.2,-8.1,-2.1,94.5,6.8,4.4,2.7,1.4
CN(C)CCn1c(C(=O)Nc2ccccc2)cc2ccccc21,-4.1,-0.2,-6.5,-5.5,78.4,5.3,5.1,-1.6,-2.1
CC(C)C(=O)N1N=C2CCCCC2C1(O)C(F)(F)F (stereo not drawn),9.1,-0.1,2.0,3.4,105.0,6.6,3.6,1.1,2.6
COC(=O)c1cnn(-c2nc(OC)cc(OC)n2)c1C,7.5,0.0,-5.8,-4.5,92.3,4.0,-9.5,3.4,-2.0
Cc1c(C(=O)O)nnn1-c1ccccc1,-9.2,-0.1,-1.5,1.3,101.6,7.9,-0.8,5.8,-2.3
CN1N=C2c3ccccc3CCCC2C1c1ccc(F)cc1 (stereo not drawn),5.1,0.0,-0.1,1.5,105.6,2.2,-1.7,-0.3,1.6
CC1CN(C2CCN(C(=O)c3ccccc3)CC2)CC(C)O1 (stereo not drawn),-5.6,0.0,9.7,-6.6,105.3,4.2,4.0,2.0,0.8
O=C(NNC(=O)C1CCCO1)c1ccccc1Cl (stereo not drawn),-10.3,-0.1,-0.8,-2.9,93.5,2.5,3.9,-3.3,-3.2
CC1CCCC(C)N1C(=O)COC(=O)Cc1c[nH]c2ccccc12 (stereo not drawn),3.9,0.3,-8.0,1.8,93.0,1.8,-0.1,4.9,-4.4
COc1ccc(C(CC(=O)O)NC(=O)c2ccco2)cc1OC (stereo not drawn),-4.2,0.0,-10.6,5.5,94.6,3.4,3.4,-3.3,-6.5
Cc1cccc(-n2cnc(C(=O)NNC(=S)Nc3ccc(Cl)cc3)c2)n1,4.0,0.0,5.1,9.6,94.8,1.9,6.6,2.4,-0.3
CCN(CC(=O)Nc1c(F)cccc1F)C(=O)CSC(=S)N1CCCC1,12.1,0.1,·,19.3,86.7,23.9,7.5,·,·
CC(C)c1ccc(C(=O)N2CCN(c3cnn(C)c(=O)c3Cl)CC2)cc1,5.9,-0.1,1.3,11.0,104.5,6.5,10.4,8.2,-0.5
O=C(Nc1c(C(=O)Nc2ccc3c(c2)OCCO3)cnn1-c1ccccc1Cl)c1ccco1,0.4,0.0,-1.1,-2.6,92.7,-1.9,-4.0,-3.8,3.2
COc1cccc(C(=O)Nc2nnc(C(C)C)s2)c1,8.1,0.0,9.7,6.2,93.9,2.6,-2.7,-0.7,0.3
Cn1ncc([N+](=O)[O-])c1C(=O)NC1CCCCC1,9.7,-0.3,4.8,3.1,80.8,5.2,4.1,-1.8,1.3
COc1cc(C(=O)c2ccccc2Cl)c([N+](=O)[O-])cc1OC,0.8,-0.1,-2.7,11.7,100.5,7.0,-1.1,1.6,-3.9
CSc1ccc(OC2CCN(Cc3ccccc3)CC2)cc1,6.4,0.0,-3.3,1.8,94.7,7.0,2.2,-2.4,1.8
COc1ccc(Nc2nc3c(C)cccc3cc2C#N)c(OC)c1,-14.3,0.2,11.8,-3.5,108.5,-1.8,1.9,1.9,-1.2
O=C(COc1ccccc1)Nc1ncc2c(n1)CCCC2=O,-7.5,0.5,4.5,-2.5,109.7,2.8,2.9,-4.8,2.0
Nc1c(N(CCO)C(=O)/C=C/c2ccco2)c(=O)[nH]c(=O)n1Cc1ccccc1,-2.6,-0.1,3.9,4.8,90.0,3.9,2.8,0.4,0.2
COc1cc(/C=C/c2cc(OC(C)=O)c3ccccc3n2)c(OC(C)=O)c([N+](=O)[O-])c1,-14.7,-0.1,-5.1,6.7,102.9,3.0,5.8,3.6,-1.0
O=c1cc(CN2CCN(C/C=C/c3ccccc3)CC2)c2cc(O)c(-c3ccccc3)cc2o1,20.1,0.1,-7.5,3.6,97.4,1.8,1.6,8.3,2.6
COc1ccc(NC(=O)c2cccc(N3C(=O)C4C5C=CC(C6CC56)C4C3=O)c2)c(OC)c1 (stereo not drawn),22.2,0.0,-5.3,-1.0,114.0,6.4,7.6,5.3,-0.4
Cc1noc(C)c1COc1cccc(C(=O)Nc2ccc3c(c2)OCO3)c1,-4.1,0.0,-7.4,-1.1,102.8,-1.8,-5.3,-3.6,-0.7
O=C(O)Cc1ccc2ccc3ccccc3c2c1,1.6,0.3,-3.3,-3.2,111.9,1.6,-0.6,-1.8,-1.1
COc1cc(OC)cc(C(=O)n2nc(C)cc2C)c1,6.2,-0.1,1.4,1.3,84.5,4.9,2.3,1.8,-0.5
COc1cc(CCC(=O)OCC(=O)Nc2ccc(C(N)=O)cc2)cc(OC)c1OC,0.9,0.1,-8.1,5.6,104.1,-0.2,-2.3,0.1,-0.8
CCCc1cc(=O)oc2cc(OCC(=O)Nc3ccc(S(N)(=O)=O)cc3)ccc12,5.6,0.3,-13.9,36.0,121.6,1.8,0.5,-56.5,0.4

Single records, from the list above. Order of screens: ZTA counter, Efflux pump inh, EBNA-1 inh, MCL1-BIM inh, Yeast superoxide, BCLXL inh, GLD-1 RNA inh, Fam108B inh, MEX-5 binding
COc1cc(CCC(=O)OCC(=O)Nc2ccc(C(N)=O)cc2)cc(OC)c1OC across the screens: 0.9, 0.1, -8.1, 5.6, 104.1, -0.2, -2.3, 0.1, -0.8
CCCc1cc(=O)oc2cc(OCC(=O)Nc3ccc(S(N)(=O)=O)cc3)ccc12 across the screens: 5.6, 0.3, -13.9, 36.0, 121.6, 1.8, 0.5, -56.5, 0.4
COc1cc(OC)cc(C(=O)n2nc(C)cc2C)c1 across the screens: 6.2, -0.1, 1.4, 1.3, 84.5, 4.9, 2.3, 1.8, -0.5

Compound activity as filed in PubChem.
